L3MBTL1 inh = qHTS Assay for the Inhibitors of L3MBTL1; Lethal(3)malignant brain tumor-like protein 1 (Homo sapiens), Q9Y468; AlphaScreen L3MBTL1–H3K9me1 peptide binding; Potency, µM (titrated, usually from 57.1 µM), inactives show top-dose activity, negative = inhibition, hits mostly inhibitors; actives 0.66% (n = 230,000); AID 485360, 2010; active means well fitted inhibition curve with a large enough effect; inconclusive means small, poorly fitted or top-dose-only effect; inactive means no such curve, though single readings can be large or run the other way; further: nearly all actives have a fitted effect of over 60% in size
Target sequence (Q9Y468 whole entry, looked up): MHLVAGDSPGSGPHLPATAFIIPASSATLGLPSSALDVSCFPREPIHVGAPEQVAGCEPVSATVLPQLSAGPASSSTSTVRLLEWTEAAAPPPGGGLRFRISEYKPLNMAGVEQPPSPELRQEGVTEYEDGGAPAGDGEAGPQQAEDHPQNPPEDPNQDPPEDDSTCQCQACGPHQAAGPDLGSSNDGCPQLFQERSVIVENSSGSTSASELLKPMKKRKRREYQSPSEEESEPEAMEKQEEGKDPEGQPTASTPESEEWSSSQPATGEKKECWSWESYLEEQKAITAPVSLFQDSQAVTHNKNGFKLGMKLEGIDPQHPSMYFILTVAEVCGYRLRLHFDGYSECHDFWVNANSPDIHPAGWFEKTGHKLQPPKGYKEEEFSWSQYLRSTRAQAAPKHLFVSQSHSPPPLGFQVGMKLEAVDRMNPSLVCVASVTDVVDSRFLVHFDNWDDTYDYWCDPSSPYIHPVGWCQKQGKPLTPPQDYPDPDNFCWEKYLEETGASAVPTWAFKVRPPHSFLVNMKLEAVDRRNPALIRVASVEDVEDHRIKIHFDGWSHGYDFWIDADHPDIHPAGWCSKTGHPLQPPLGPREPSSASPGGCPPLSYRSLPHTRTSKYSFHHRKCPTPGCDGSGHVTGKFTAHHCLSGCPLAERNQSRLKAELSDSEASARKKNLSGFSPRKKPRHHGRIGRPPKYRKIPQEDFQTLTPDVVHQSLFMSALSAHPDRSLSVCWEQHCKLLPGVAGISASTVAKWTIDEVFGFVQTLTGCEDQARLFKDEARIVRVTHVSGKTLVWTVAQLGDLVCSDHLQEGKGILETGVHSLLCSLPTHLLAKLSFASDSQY
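L3MBTL1 50 nM + b-AHA-H3(1-15)K9me1 75 nM, 30 min RT; compound added, 30 min RT; streptavidin donor/Ni-chelate acceptor beads 10 ug/mL each final, 30 min RT dark; AlphaScreen read.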
* marks the source's active call; other numbers are inactive results; ? = inconclusive; & = joins results of further samples; [ ] = remark or other dose. On the % scale 0 is the no-effect control and ±100 the full control effect; potency means the concentration at half of the fitted maximal effect.

#	Structure	L3MBTL1 inh
1	CC[C@]12c3[nH]c4ccccc4c3CCN1C(=O)C(CC(=O)NCc1ccco1)C[C@@H]2C(=O)N1CCN(C(=O)c2ccco2)CC1 (stereo partly specified)	0%
2	CCOC(=O)c1c(C)[nH]c(C)c1C(=O)COC(=O)c1cccnc1OCC	-1%
3	C[C@H](CO)N1C[C@H](C)[C@@H](CN(C)S(=O)(=O)c2ccc(F)cc2)Oc2c(NS(=O)(=O)c3ccc(F)cc3)cccc2C1=O	1%
4	CCCc1cc(=O)[nH]c(SCC(=O)Nc2sc(C(N)=O)c(C)c2C(=O)OCCOC)n1	1%
5	CCSc1ccc([C@@H]2[C@@H]3C(=O)N(C)C(=O)[C@@H]3[C@]3(C(=O)OC)CCCCN23)cc1	27%
6	Cc1cccc(C)c1NC(=O)CN(C)C(=O)C1CCN(c2ncnc3sc(C)c(C)c23)CC1	2%
7	CC[C@]1(C(=O)OC)[C@H]2C(=O)N(Cc3ccccc3)C(=O)[C@H]2[C@H]2CN=C(SCc3ccc(C)cc3)N21	4%
8	COc1cc2cc(CCOC(=O)c3ccco3)oc(=O)c2cc1OC	-4%
9	Cc1ccc2oc(C(=O)N(CCO)Cc3ccccc3)c(C)c2c1	14%
10	Cn1c(=O)c2c(ncn2CC(=O)NC[C@H]2O[C@@H](n3cnc4c(N)ncnc43)[C@H](O)[C@@H]2O)n(C)c1=O	4%
11	CCOc1ccc(CCNC(=O)COC(=O)c2nc(Cl)ccc2Cl)cc1OCC	-4%
12	COc1ccc(NC(=O)Cc2csc(NC(=O)Nc3ccccc3OC)n2)c(OC)c1	-7%
13	O=C(CSc1nnc(-c2ccc3c(c2)OCO3)o1)Nc1c(F)cccc1F	11%
14	Cc1cc(C)n2nc(SCC(=O)N3CCCC3)nc2n1	5%
15	CC(=O)N1CCN(C(=O)c2ccc(Cl)c(S(=O)(=O)N3CCCCCC3)c2)CC1	1%
16	COc1ccc(NC(C)=O)cc1S(=O)(=O)Nc1ccc(S(=O)(=O)N2CCCCC2)cc1	-8%
17	O=C(OCC(=O)N1CCN(S(=O)(=O)c2ccccc2)CC1)C1CCC1	7%
18	COc1cccc(NC(=O)COC(=O)/C=C/c2ccco2)c1	-8%
19	Cc1ccc(S(=O)(=O)N2CCOCC2)cc1NC(=O)CNCc1ccccc1Cl	0%
20	COc1cccc(C(CNc2ccc(S(=O)(=O)N3CCN(C)CC3)cc2[N+](=O)[O-])N(C)C)c1 (stereo unspecified)	-9%
21	O=C(Nc1ccncc1)C1CCN(S(=O)(=O)c2c(Cl)cccc2Cl)CC1	1%
22	CCCN(CC(=O)Nc1ccccc1OC)C(=O)C1=COCCO1	2%
23	CCCCn1c(N)c(N(CC(C)C)C(=O)c2cccc(S(=O)(=O)N3CCCCC3)c2)c(=O)[nH]c1=O	-2%
24	O=C(C1COc2ccccc2O1)N1CCCCC1 (stereo unspecified)	-2%

A few values from the results shown.
Reading for `COc1cccc(C(CNc2ccc(S(=O)(=O)N3CCN(C)CC3)cc2[N+](=O)[O-])N(C)C)c1` (stereo unspecified) under L3MBTL1 inh: -9%
Reading for `Cc1cc(C)n2nc(SCC(=O)N3CCCC3)nc2n1` under L3MBTL1 inh: 5%
Reading for `O=C(CSc1nnc(-c2ccc3c(c2)OCO3)o1)Nc1c(F)cccc1F` under L3MBTL1 inh: 11%

Carrying on:
#	Structure	L3MBTL1 inh
25	C[C@H]1CCC(=O)N(CCSc2ccc(Br)cc2)CC1	4%
26	c1ccc(SCCOCCN2CCOCC2)cc1	27%
27	COc1ccccc1N1CCN(C(=O)c2ccc(COc3cccc4c3OC(C)(C)C4)cc2)CC1	-14%
28	COc1cc(C(=O)OCC(=O)NC2CCCCCC2)ccc1OCC(C)C	-2%
29	CC(C)(C)N(Cc1ccccc1)C(=O)COC(=O)c1ccc(Br)o1	1%
30	CCN(CC(=O)Nc1c(F)cccc1F)C(=O)CCSc1ccc(C)cc1	-6%
31	CC(C)N(Cc1ccccc1)C(=O)COC(=O)CCC(=O)c1ccc(F)cc1	3%
32	CN(C)CCN(C(=O)CN1C(=O)c2ccccc2C1=O)c1nc2cc3c(cc2s1)OCCO3	2%
33	Cc1noc(C)c1NC(=O)N(C)C[C@H]1Oc2ccc(NC(=O)NC(C)C)cc2C(=O)N([C@H](C)CO)C[C@@H]1C	3%
34	COc1ccc(NC(=O)N(C)C[C@H]2Oc3c(NS(=O)(=O)c4ccc(OC)cc4)cccc3C(=O)N([C@H](C)CO)C[C@@H]2C)cc1	1%
35	Cc1ccc(S(=O)(=O)N2C[C@@H]3CCCC[C@@H]3[C@@H](C)[C@H]2c2cn(Cc3ccccc3)c3ccccc23)cc1	-2%
36	Cc1cc(C(=O)Nc2cccc3c2O[C@@H](CN(C)S(=O)(=O)c2ccccc2)[C@H](C)CN([C@@H](C)CO)C3=O)n(C)n1	3%
37	CN(c1ccccc1)S(=O)(=O)c1ccc(C(=O)NCc2ccc(F)cc2)cc1	13%
38	COc1ccc(NC(=O)CSc2nc(=O)n(CCN3CCOCC3)c3c2CCC3)c(OC)c1	1%
39	O=C(c1ccc2ncsc2c1)N1CCN(c2cccc(C(F)(F)F)c2)CC1	-7%
40	CN(C(=O)c1cccc(NC(=O)C2CCCN(C(=O)OC(C)(C)C)C2)c1)C1CCCC1 (stereo unspecified)	7%
41	O=C(COC(=O)C12CC3CC(CC(Cl)(C3)C1)C2)Nc1ccccc1	5%
42	CC1CCCN(C(=O)COC(=O)c2ccc(=O)n(Cc3ccccc3)n2)C1 (stereo unspecified)	9%
43	CC1CCN(C(=O)c2nc[nH]c2C(=O)N2CCc3ccccc3C2)CC1	2%
44	CC(=O)N1CCN(S(=O)(=O)c2cccc(C(=O)N(Cc3ccccc3)c3ccc(C)cc3)c2)CC1	23%
45	COc1ccc(CN(C)C(C)C(=O)Nc2ccc(S(=O)(=O)N3CCCCC3)cc2)cc1F (stereo unspecified)	-7%
46	COc1ccccc1CN(C)c1ccc(S(=O)(=O)N2CCN(C)CC2)cn1	-5%
47	Cc1ccc(-n2nc3c(c2NC(=O)c2ccc4c(c2)OCO4)CS(=O)C3)c(C)c1 (stereo unspecified)	2%
48	Cc1noc(C)c1NC(=O)N(C)C[C@H]1Oc2ccc(NS(=O)(=O)c3cccs3)cc2C(=O)N([C@H](C)CO)C[C@@H]1C	5%
49	CCCCn1c(N)c(N(CCOC)C(=O)c2cccc(-n3cnnn3)c2)c(=O)[nH]c1=O	-2%
50	Cc1cn([C@@H](CCCCNC(=O)OC(C)(C)C)C(=O)NCCCCCCCCCCC(=O)N2CCN(C(=O)OC(C)(C)C)CC2)nn1	-8%
51	CCOC(=O)[C@H]1[C@H]2COc3ccc(OC)cc3[C@@H]2N2C(=O)CN(CCc3c[nH]c4ccccc34)C(=O)[C@@]12C	0%
52	C=C(CC[C@@H](O)C(C)(C)O)[C@H]1CC[C@]2(C)[C@@H]1CCC1[C@@]3(C)CC[C@H](O)C(C)(C)C3CC[C@]12C (stereo partly specified)	3%
53	Brc1ccc(C[n+]2ccccc2)cc1	2%
54	C=C[C@@H]1c2cc(C)ccc2N(S(=O)(=O)c2ccc(C)cc2)[C@H](c2ccccc2C(F)(F)F)C1(C#N)C#N	-10%
55	CCc1cc2c(COC(=O)c3cc(S(=O)(=O)N4CCOCC4)ccc3F)cc(=O)oc2cc1O	2%
56	Cc1ccc(S(=O)(=O)N2CCC(C(=O)OCC(=O)N3CCCC3=O)CC2)cc1C	-1%
57	Cc1nnc(NC(=O)c2ccc(S(=O)(=O)N3CCCCC3)cc2)s1	6%
58	C[C@@H]1CN([C@@H](C)CO)C(=O)c2cc(NC(=O)Nc3ccccc3)ccc2O[C@H]1CN(C)C(=O)Nc1cccc2ccccc12	-2%
59	N#Cc1ccc(OCC(=O)NNC(=S)NC(=O)C2CC2)cc1	22%
60	O=C(NCc1ccccc1F)c1cccc(S(=O)(=O)N2CCCCCC2)c1	2%
61	CCOc1ccc(S(=O)(=O)N2CCCC(C(=O)NCc3ccccn3)C2)cc1Cl (stereo unspecified)	-10%
62	COc1cccc(CN(C)C(=O)CCC(=O)c2cc(Br)ccc2OC)c1	8%
63	CCCCN(C(=O)c1ccc(N2C(=O)c3ccccc3C2=O)cc1)c1c(N)n(CC(C)C)c(=O)[nH]c1=O	0%
64	O=C(COC(=O)CNS(=O)(=O)c1c(F)cccc1F)NC(=O)NC1CCCCC1	-4%
65	NC(=O)C1CC(=O)N(c2ccc(OCC(=O)Nc3ccc(F)cc3)cc2)C1 (stereo unspecified)	0%
66	COc1ccc(/C=N/N2C(=O)CSC2=S)cc1Br	-28%
67	CC(=O)Nc1ccc(S(=O)(=O)NCC(=O)OCC(=O)c2ccc[nH]2)cc1	2%
68	CCN(CC(=O)Nc1c(F)cccc1F)C(=O)CCCOc1ccc(OC)cc1	5%
69	CC(=O)c1ccc(NC(=O)CSc2nnc(-c3ccncc3)o2)cc1	-7%
70	COc1ccc(CCNC(=O)COC(=O)c2ccc(C)s2)cc1	-3%
71	CC(C)(C)N(Cc1ccccc1)C(=O)COC(=O)c1ccccc1SCC(=O)N1CCCC1	-2%
72	Cc1cccc(NC(=O)CCC(=O)N2CCOCC2)n1	0%
73	O=C(NCCOc1ccccc1)c1ccc2n[nH]nc2c1	3%
74	COc1ccc(S(=O)(=O)N2CCCCCC2)cc1NC(=O)CN(C)Cc1ccc2c(c1)OCO2	-5%
75	CC1CCCCN1CCCNc1ccc(C(CC(N)=O)NC(=O)Cc2ccc(Cl)cc2)cc1[N+](=O)[O-] (stereo unspecified)	1%
76	COc1ccccc1OCC(=O)NCC(C)NC(=O)COc1ccccc1OC (stereo unspecified)	2%
77	O=C1Cc2cc(S(=O)(=O)Nc3ccc(N4CCOCC4)cc3)ccc2N1	-11%
78	CC(=O)c1ccc(OCC(=O)Nc2cccc(S(=O)(=O)N3CCCC3)c2)cc1	6%
79	Cc1ccc(NC(=O)CCCOc2ccccc2)cc1S(=O)(=O)N1CCOCC1	7%
80	CC(C)(C)CNC(=O)c1cccc2c1C(=O)c1ccc(-c3cc4ccccc4o3)cc1S2(=O)=O	-6%
81	COc1ccc(C(=O)N(C)C2CCCN(Cc3ccccc3F)C2)cc1C (stereo unspecified)	50%[activator]
82	CCCN(CC(=O)Nc1ccccc1C)C(=O)c1cccc(S(=O)(=O)N2CCN(c3ccccc3)CC2)c1	-13%
83	CC12CCC(=O)N1C(C(=O)Nc1ccc(Cl)c(S(=O)(=O)N3CCCCC3)c1)CS2 (stereo unspecified)	-4%
84	CNc1snc(C)c1C(=O)OC(C)C(=O)Nc1cccc(OC)c1 (stereo unspecified)	-4%

Structural class: those above with a cyano group (two)
#	Structure	L3MBTL1 inh
54	C=C[C@@H]1c2cc(C)ccc2N(S(=O)(=O)c2ccc(C)cc2)[C@H](c2ccccc2C(F)(F)F)C1(C#N)C#N	-10%
59	N#Cc1ccc(OCC(=O)NNC(=S)NC(=O)C2CC2)cc1	22%

2 entries from above, field by field.
[76] COc1ccccc1OCC(=O)NCC(C)NC(=O)COc1ccccc1OC (stereo unspecified)
  L3MBTL1 inh = 2%

[80] CC(C)(C)CNC(=O)c1cccc2c1C(=O)c1ccc(-c3cc4ccccc4o3)cc1S2(=O)=O
  L3MBTL1 inh = -6%

(cont.)
#	Structure	L3MBTL1 inh
85	O=C(OCC#CCSc1nnc(-c2cccc3ccccc23)o1)c1ccc2ccccc2c1	24%&4%
86	CC(=O)c1cccc(N2C(=O)CC(N3CCN(S(=O)(=O)c4ccccc4F)CC3)C2=O)c1 (stereo unspecified)	-6%
87	CC[C@]12c3[nH]c4ccc(Cl)cc4c3CCN1C(=O)[C@@H](CC(=O)NCc1cccc(C(F)(F)F)c1)C[C@@H]2C(=O)N1CCN(C(=O)c2ccco2)CC1	-22%
88	O=C(CNc1cccc(S(=O)(=O)N2CCCC2)c1)Nc1ccc(F)c(F)c1	2%
89	Cc1ccccc1NC(=O)COC(=O)COc1ccc2c(c1)CCC2	-7%
90	COc1ccc(C(=O)NCCS(=O)(=O)NC2CCCC2)cc1	-2%
91	COc1ccc(CNC(=O)CN2C(=O)NC(c3ccccc3)(c3ccccc3)C2=O)cc1	0%
92	O=C(COC(=O)c1ccc[n+]([O-])c1)Nc1cc([N+](=O)[O-])ccc1Cl	-10%
93	CCOc1ccc(NC(=O)CN(C)C(=O)Cn2c(=O)cnc3ccccc32)cc1OCC	-6%
94	C#CCOCCOCCOCCNc1nc(N2CCN(C(=O)C([C@@H](C)O)n3cc([C@@H](N)CCCCN)nn3)CC2)nc(N2CCN(C(=O)[C@H](CCCCN)n3cc([C@@H](N)CC(N)=O)nn3)CC2)n1 (stereo partly specified)	2%
95	COc1ccccc1OCC(=O)Nc1cccc(S(=O)(=O)NC2=NCCCCC2)c1	4%
96	O=C(COC(=O)c1cc(=O)[nH]c2ccccc12)Nc1ccccc1F	4%
97	O=C(CNS(=O)(=O)c1ccc(Br)cc1Cl)OCC(=O)N1CCCC1=O	27%
98	COc1ccc(NC(=O)CN(C)C(=O)c2cccc(Oc3ccccc3)c2)cc1	-3%
99	COC(=O)c1sc(S(=O)(=O)Nc2c(C)nn(C)c2C)c(C(=O)OC)c1C	?
100	CCOc1ccc(CCNC(=O)CCc2nnc3ccc(N4CCOCC4)nn23)cc1	-2%
101	CCCCc1nnc(NC(=O)c2oc3ccccc3c2C)s1	1%
102	O=c1oc(CCO)cc2ccccc12	7%
103	CCn1cnc2c([N+](=O)[O-])c(NS(=O)(=O)c3ccc(C)cc3)ccc21	6%
104	Cc1ccc(S(=O)(=O)Nc2cccc(C(=O)NCC(c3ccccc3)N(C)C)c2)cc1F (stereo unspecified)	-22%
105	Cc1[nH]c2ccc(C(=O)OCC(=O)NC3(C#N)CCCCC3)cc2c1C	-10%
106	Cc1cc(C)n(C(C)Sc2ccccc2)n1 (stereo unspecified)	2%

Compound activity deposited in PubChem BioAssay by National Center for Advancing Translational Sciences (NCATS).

Not all compounds are listed; count on the stated rates, not on these rows.
